p-CIP stab down: lowers stability of the mouse p/CIP coactivator protein; Q05BA5; F442A p/CIP-EGFP cells, EGFP fluorescence, 16 h; decrease of EGFP signal, % at 10 µM; 290,000 compounds, 0.01% hits;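 active = EGFP signal decrease of at least 30% at 10 µM or well 3 SD below plate mean, unless failing retest; inactive = the rest, including hits failing retest or dose response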; also: some compounds called inactive have numbers as strong as hits; many of its hits are not listed in these tables
IDE act: activators of human insulin-degrading enzyme in cells. P14735. HEK cells, FAbeta-B cleavage, fluorescence polarization; 0% vehicle, 100% cell-free pure enzyme wells. activation, % at 5.96 µM. 340,000 compounds, 0.073% hits. AID 493087;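 active = activation above the mean of all tested compounds plus 3 SD, set per screening campaign, cut at about 17% in these data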
IMP-1 inh: inhibitors of Pseudomonas aeruginosa IMP-1 metallo-beta-lactamase; purified IMP-1, nitrocefin hydrolysis, epi-absorbance fluorescence; inhibition, % at 5.6 µM; 290,000 compounds, 0.45% hits;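 active = inhibition above the mean plus 3 SD of all compounds in the same screening run, cut at about 4.5% in these data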;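 also: 0% = IMP-1 with DMSO and 100% = DMSO wells lacking enzyme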
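System: purified IMP-1; amount: IMP-1 0.2 nM before substrate addition; compound: single dose, 5.6 µM; times: 25 °C, 15 min preincubation, 25 min reaction; signal: Epi-absorbance via hydrolysed-nitrocefin quenching of white-plate fluorescence, 480/530 nm, EDTA stop; benchmarks: DMSO with and without IMP-1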
MEKK3 PB1 HTS: modulators (inhibitors or enhancers) of MEK5 binding to human MEKK3 PB1 domain; Q99759; bead-based flow cytometry, Alexa488-MEK5 binding to MEKK3; actives lie on both sides; 0 = blocked by unlabeled MEK5, 100 = vehicle; binding response (% of control), % at 10 µM; 290,000 compounds, 1.4% hits;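 active = binding response more than 3 SD above or below the average of its plate-row segment, actives on both sides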;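 also: Alexa488 bead fluorescence after subtracting the streptavidin-only scavenger bead signal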
Target sequence (Q99759 whole entry, looked up, the tested form may be a part): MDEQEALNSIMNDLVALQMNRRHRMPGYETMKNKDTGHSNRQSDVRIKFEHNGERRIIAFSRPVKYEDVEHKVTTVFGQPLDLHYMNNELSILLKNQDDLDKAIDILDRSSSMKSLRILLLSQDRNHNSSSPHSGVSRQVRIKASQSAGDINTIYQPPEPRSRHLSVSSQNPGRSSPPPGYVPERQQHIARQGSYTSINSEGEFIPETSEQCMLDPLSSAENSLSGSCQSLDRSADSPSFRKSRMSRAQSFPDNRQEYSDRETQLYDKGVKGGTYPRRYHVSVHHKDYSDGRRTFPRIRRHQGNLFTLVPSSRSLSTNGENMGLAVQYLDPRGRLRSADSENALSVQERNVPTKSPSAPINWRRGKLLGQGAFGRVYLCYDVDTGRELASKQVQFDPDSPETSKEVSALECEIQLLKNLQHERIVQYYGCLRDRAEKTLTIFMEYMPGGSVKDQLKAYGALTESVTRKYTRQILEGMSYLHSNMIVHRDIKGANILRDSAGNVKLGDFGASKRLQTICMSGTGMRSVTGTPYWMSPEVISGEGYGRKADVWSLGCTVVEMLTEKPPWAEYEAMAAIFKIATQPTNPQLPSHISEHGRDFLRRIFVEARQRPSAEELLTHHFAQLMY
UBC9 SUMO inh: blocks human SUMOylation mediated by UBC9. P63279. HTRF SUMOylation assay, SAE1/SAE2 + UBC9, in vitro. inhibition, % at 35 µM. 290,000 compounds, 0.36% hits; in the data active = inhibition above about 50%, passing the limit was not always enough; also: strong numbers were not always called active
Target sequence (P63279 whole entry, looked up): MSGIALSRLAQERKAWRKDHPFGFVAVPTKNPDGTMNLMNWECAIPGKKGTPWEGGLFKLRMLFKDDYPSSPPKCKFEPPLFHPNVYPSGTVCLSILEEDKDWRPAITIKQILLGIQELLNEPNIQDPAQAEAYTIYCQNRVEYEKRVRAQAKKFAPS
PHOSPHO1 block: inhibitors of human PHOSPHO1 phosphatase. Q8TCT1. recombinant PHOSPHO1, absorbance phosphatase assay. inhibition, % at 13.3 µM. 290,000 compounds, 1.1% hits. AID 1565; in the data active = inhibition above about 60%
Target sequence (Q8TCT1 whole entry, looked up): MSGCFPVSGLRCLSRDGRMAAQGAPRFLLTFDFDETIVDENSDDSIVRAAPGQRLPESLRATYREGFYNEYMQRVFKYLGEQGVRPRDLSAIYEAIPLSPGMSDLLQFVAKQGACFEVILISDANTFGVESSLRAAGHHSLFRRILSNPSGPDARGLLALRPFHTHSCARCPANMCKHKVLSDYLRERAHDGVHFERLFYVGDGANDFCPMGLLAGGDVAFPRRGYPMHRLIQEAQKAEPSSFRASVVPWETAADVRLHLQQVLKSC
NS3 helicase inh: HCV NS3 helicase inhibition; NS3 helicase DNA unwinding, Cy5 molecular beacon fluorescence; inhibition, % at 10.9 µM; 290,000 compounds, 0.56% hits;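 active = inhibition above the mean of all tested compounds plus 3 SD, set per campaign, cut at about 35% in these data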;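 also: 0% = DMSO wells and 100% = thioflavine S control wells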
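Test system: hepatitis C virus NS3 helicase domain fragment enzyme. Also added: annealed dual-labelled DNA beacon duplex, ATP-started. Timing: 60 min unwinding reaction at 25 °C after ATP addition. Technique: Cy5 fluorescence. Measure: % inhibition of unwinding.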
FID counter: fluorescent intercalator displacement, NS3 helicase counter-screen | 290,000 compounds, 0.17% hits | DNA fluorescent intercalator displacement, fluorescence | AID 1845 | inhibition, % at 7.9 µM; in the data active = inhibition above about 37%;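 also: 0% = vehicle and 100% = reference compound; higher means more ethidium bromide displaced from hairpin DNA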
VIM-2 inh: blocks Pseudomonas aeruginosa VIM-2 metallo-beta-lactamase. purified VIM-2, nitrocefin hydrolysis, epi-absorbance fluorescence. inhibition, % at 5.6 µM. 290,000 compounds, 0.89% hits;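 active = inhibition above the mean of all tested compounds plus 3 SD, cutoff set per screening run, cut at about 7.5% in these data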;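 also: red hydrolysis product quenches plate fluorescence so inhibitors raise well fluorescence; 0% = enzyme with DMSO and 100% = DMSO without enzyme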
* hit, by the source's call; · = not tested or not shown. Not all compounds are listed (hit frequency here may not be typical).

SMILES	p-CIP stab down	IDE act	IMP-1 inh	MEKK3 PB1 HTS	UBC9 SUMO inh	PHOSPHO1 block	NS3 helicase inh	FID counter	VIM-2 inh
COc1ccc(N2C(=O)Cc3c2nc(N)c(C#N)c3N)cc1	-5	1	-2.3	98	6	-8	-4	1	-1.6
CCCCC(=O)Nc1ccc(C(=O)NNC(=S)NC(=O)c2cccs2)cc1	-17	-3	-0.2	100	-44	-2	6	-8	-0.2
CC(C)CC(=O)Nc1ccc(-c2cn3ccsc3n2)cc1	5	-9	-4.3	100	18	5	-1	-10	-4.3
O=C(CSc1nc2ccccc2n1CC(=O)N1CCOCC1)N1CCCC1	3	3	-4.9	107	-35	-6	1	-6	-2.4
Cc1c(C(=O)Nc2ccccc2)sc2nc[nH]c(=O)c12	12	4	-1.4	127	-10	-5	-7	0	-3.8
CC(C)[C@H](NC(=O)c1ccccc1)C(=O)OCC(=O)NCCc1ccc(F)cc1	-9	4	-3.8	112	7	0	-10	-30	-5.1
COc1cc(/C=N/N2CCOCC2)ccc1OCc1ccccc1	7	-4	-2.6	101	10	9	6	5	1.4
O=Cc1c(Nc2ccccc2Cl)nc2ccccn2c1=O	1	0	-1.9	97	17	3	-12	0	0.3
CCOC(=O)C(NC(=O)NCc1ccc(OC)cc1)(OCC)C(F)(F)F (stereo unspecified)	3	4	-1.2	96	-14	16	-2	-3	-1.9
CC(CN1CCCC1)OC(=O)COc1ccccc1 (stereo unspecified)	0	8	0.5	102	26	15	1	5	0.2
Cc1ccc(S(=O)(=O)N2CCN(S(=O)(=O)c3ccccc3)C2)cc1	-5	-4	-1.0	·	9	-9	9	-2	-0.5
Cc1cccc(NC(=S)NC2CCCC2)c1	-6	-2	-5.0	106	-11	6	-10	-3	-1.8
C=CCn1c(SCC(=O)N2CC(=O)Nc3ccccc32)nc2scc(-c3ccccc3)c2c1=O	8	0	0.1	106	-13	44	-2	-23	-2.2
COc1ccc(/C(O)=C2/C(=O)C(=O)N(CCCN(C)C)C2c2ccccc2)cc1Cl (stereo unspecified)	10	·	-3.6	103	19	12	12	-5	-1.1
Cc1ccc2ccc(C(Nc3cccc(C(F)(F)F)c3)c3cccnc3)c(O)c2n1 (stereo unspecified)	15	1	0.8	102	-61	-65	-11	-1	0.6
COc1ccccc1C(=O)N/N=C/C(C)=C/c1ccccc1	-5	2	-1.2	102	3	30	-6	-24	-0.9
COc1ccc(/C=C/C(=O)c2ccc(OC)cc2O)cc1	-4	0	-1.4	106	11	-16	-6	-4	-0.7
N#Cc1ccccc1NC(=O)CN1CCN(c2ccccn2)CC1	0	-4	-2.1	102	-4	16	5	-10	0.3
COc1ccccc1N(C1=NCCCS1)S(=O)(=O)c1ccc(C(C)(C)C)cc1	-9	-2	-2.2	103	-10	18	-19	-25	-1.8
Cc1cccc(Cn2c(Cc3ccccc3)nc3ccccc32)c1	-20	4	-3.0	104	11	-44	-2	-19	-4.2
CN(c1ccccc1C(=O)Nc1ccc(S(=O)(=O)N2CCOCC2)cc1)S(=O)(=O)c1ccccc1	-19	1	0.2	94	-1	-27	-5	-18	0.7
CN(CC(=O)Nc1cccc(F)c1)CC(=O)Nc1cccc(S(=O)(=O)N2CCCCCC2)c1	-11	5	-2.4	102	-6	11	-8	-25	-2.5
CCOc1cccc(C(=O)N(Cc2ccc(F)cc2)C2CCS(=O)(=O)C2)c1 (stereo unspecified)	3	-4	2.5	108	-20	-3	-6	-17	-0.5
O=C(Cn1cc([N+](=O)[O-])cn1)N1CCN(c2ccccc2)CC1	1	3	-1.3	106	-1	24	0	1	0.8
Cc1cc2[nH]c(=O)c(=O)[nH]c2cc1S(=O)(=O)Nc1ccccc1F	10	-1	-1.2	100	0	-9	26	-8	-1.2
The results go on.
SMILES	p-CIP stab down	IDE act	IMP-1 inh	MEKK3 PB1 HTS	UBC9 SUMO inh	PHOSPHO1 block	NS3 helicase inh	FID counter	VIM-2 inh
O=C(CCN1CCCC1=O)NC1CCCc2c1cnn2-c1ccccc1F (stereo unspecified)	5	-2	-1.0	105	7	6	3	-10	-0.7
COc1ccc(CC(C)NS(=O)(=O)c2ccc3c(c2)CCN3S(C)(=O)=O)cc1OC (stereo unspecified)	-15	9	1.7	102	7	32	12	-25	3.1
Cc1nn(C)c(C)c1NC(=O)CCl	1	1	-2.4	101	2	24	10	7	-0.5
COc1ccc(NC(=O)Nc2ccc(OC)cc2)cc1	-7	5	-0.9	·	15	26	0	-12	-3.8
Cc1ccc(C(=O)NC(=S)Nc2ccccc2C)cc1	-3	3	-1.1	104	17	-11	-1	-3	-7.3
COc1cc(NC(=O)c2cc3ccccc3o2)c(OC)cc1Cl	3	5	-2.8	100	32	9	1	2	-0.7
CC[C@@H](C(=O)[C@@H](C)[C@@H](O)[C@H](C)CCc1ccc(C)c(O)c1C(=O)O)[C@H]1O[C@](CC)([C@H]2CC[C@](O)(CC)[C@H](C)O2)C[C@@H]1C	-6	0	-3.9	101	19	20	29	-18	-2.4
CSc1ccc(/C=C/C(=O)c2ccc(NC(=O)C(C)C)cc2)cc1	-6	4	0.3	103	29	16	-13	-13	0.3
C#CCNC(=O)C1=C[C@@H](C(C)(C)C)C[C@@H](OCc2ccc(CO)cc2)O1	-5	0	-2.6	107	0	36	10	-31	-2.4
CCCn1c(C2CCCN2c2nc(C)cs2)nc2cc(Cl)c(Cl)cc21 (stereo unspecified)	-8	4	-2.4	104	2	4	-12	-28	-0.5
COc1ccc(NC(=O)CN2CCN(CC(=O)Nc3ccc4c(c3)OCO4)CC2)cc1	-7	3	-0.9	83	4	-11	-4	-5	-0.7
CSc1cccc(NC(=O)OC2CCCCCCCCCCC2)c1	4	5	-1.8	107	-3	24	-10	-4	-0.8
CCn1nc(NC(=O)Cc2ccc(OC)cc2)c2cc3cccc(C)c3nc21	-7	6	-3.1	95	28	12	1	-5	-2.1
O=C(Nc1ccc(N2CCCCC2)cc1)c1ccccc1	19	4	-2.4	109	4	25	-4	-2	-2.3
O=S(=O)(c1ccc(NC(=S)NN=C2CCCCC2)cc1)N1CCOCC1	6	-4	-4.7	105	-18	5	3	0	-4.8
COc1ccc(CCNC(=O)c2ccc(OCC(=O)N3CCOCC3)c(OC)c2)cc1OC	-5	0	3.2	99	21	19	24	-27	1.4
Cc1cc(C)c(C#N)c(SC(C(=O)NC(C)(C)C)c2ccccc2)n1 (stereo unspecified)	-8	1	-1.2	93	16	39	8	-19	-2.0
Cn1cc(S(=O)(=O)N2CCCC2)cc1C(=O)Nc1cccc(C(F)(F)F)c1	-5	4	1.8	101	2	23	-6	-33	1.5
NC(=O)CC(NC(=O)c1ccccc1)c1ccc(N2CCC(N3CCCC3)CC2)c([N+](=O)[O-])c1 (stereo unspecified)	-6	2	-3.2	102	12	-11	5	11	-2.1
COC(=O)c1ccc(OCC(O)CN(CCO)CC(O)Cn2ccc3ccccc32)cc1 (stereo unspecified)	-5	-3	-4.2	98	-4	-24	-20	-2	-1.1
O=C(Nc1ccc(N2CCCC2)cc1)c1ccc(Br)o1	-13	1	-2.3	98	38	-29	-45	4	-4.1
CCCC(=O)Nc1nc(C)c(-c2csc(Nc3ccccc3C)n2)s1	-13	1	-3.9	97	3	15	-1	5	-4.4
O=C(Nc1nc2ccc(Cl)cc2s1)c1ccc(N2CCCCC2)c([N+](=O)[O-])c1	-6	2	-1.0	103	-5	-5	1	-1	0.6
CC(=O)C1=C(C)NC(=S)NC1c1cccc([N+](=O)[O-])c1 (stereo unspecified)	-4	0	-3.1	70	16	32	4	9	-1.2
Cc1occc1-c1nnc(-c2cc([N+](=O)[O-])cc([N+](=O)[O-])c2)o1	-10	·	-2.2	95	5	5	6	0	-2.6

11 successive compounds out of the list so far:
SMILES	p-CIP stab down	IDE act	IMP-1 inh	MEKK3 PB1 HTS	UBC9 SUMO inh	PHOSPHO1 block	NS3 helicase inh	FID counter	VIM-2 inh
O=S(=O)(c1ccc(NC(=S)NN=C2CCCCC2)cc1)N1CCOCC1	6	-4	-4.7	105	-18	5	3	0	-4.8
COc1ccc(CCNC(=O)c2ccc(OCC(=O)N3CCOCC3)c(OC)c2)cc1OC	-5	0	3.2	99	21	19	24	-27	1.4
Cc1cc(C)c(C#N)c(SC(C(=O)NC(C)(C)C)c2ccccc2)n1 (stereo unspecified)	-8	1	-1.2	93	16	39	8	-19	-2.0
Cn1cc(S(=O)(=O)N2CCCC2)cc1C(=O)Nc1cccc(C(F)(F)F)c1	-5	4	1.8	101	2	23	-6	-33	1.5
NC(=O)CC(NC(=O)c1ccccc1)c1ccc(N2CCC(N3CCCC3)CC2)c([N+](=O)[O-])c1 (stereo unspecified)	-6	2	-3.2	102	12	-11	5	11	-2.1
COC(=O)c1ccc(OCC(O)CN(CCO)CC(O)Cn2ccc3ccccc32)cc1 (stereo unspecified)	-5	-3	-4.2	98	-4	-24	-20	-2	-1.1
O=C(Nc1ccc(N2CCCC2)cc1)c1ccc(Br)o1	-13	1	-2.3	98	38	-29	-45	4	-4.1
CCCC(=O)Nc1nc(C)c(-c2csc(Nc3ccccc3C)n2)s1	-13	1	-3.9	97	3	15	-1	5	-4.4
O=C(Nc1nc2ccc(Cl)cc2s1)c1ccc(N2CCCCC2)c([N+](=O)[O-])c1	-6	2	-1.0	103	-5	-5	1	-1	0.6
CC(=O)C1=C(C)NC(=S)NC1c1cccc([N+](=O)[O-])c1 (stereo unspecified)	-4	0	-3.1	70	16	32	4	9	-1.2
Cc1occc1-c1nnc(-c2cc([N+](=O)[O-])cc([N+](=O)[O-])c2)o1	-10	·	-2.2	95	5	5	6	0	-2.6

(next part)
SMILES	p-CIP stab down	IDE act	IMP-1 inh	MEKK3 PB1 HTS	UBC9 SUMO inh	PHOSPHO1 block	NS3 helicase inh	FID counter	VIM-2 inh
COC(=O)COc1cccc2c(=O)n(CC(=O)NCCc3ccccc3)ccc12	0	8	-0.3	113	10	-6	1	-14	-1.1
S=C(NC1CCCCC1)N1CCN(Cc2ccccc2)CC1	-12	3	-2.9	143*	2	-11	4	-5	-2.6
N#Cc1ccc(-c2ccc(F)cc2)nc1Sc1ccc(F)cc1	7	6	-0.8	96	8	19	3	0	-2.1
O=C(NC(Cc1c[nH]c2ccccc12)C(=O)N1CCOCC1)c1cccs1 (stereo unspecified)	-18	0	-0.2	92	12	20	1	-8	-1.5
CCN(CC)C(=O)Cn1cc(S(=O)(=O)CC(=O)Nc2ccc(C(N)=O)cc2)c2ccccc21	-11	4	-5.2	100	3	31	9	-15	-3.6
CN1CCCN(C(=O)c2cc3c(s2)CCCC3)CC1	-8	-1	-2.1	99	9	27	5	-1	-0.7
CCn1cc(C(=O)NCCC(=O)OC)c(=O)c2cc3c(cc21)OCO3	-5	1	-3.9	103	4	-15	-1	-6	1.9

Record cards (already shown):
CCn1cc(C(=O)NCCC(=O)OC)c(=O)c2cc3c(cc21)OCO3 is listed with p-CIP stab down: -5; IDE act: 1; IMP-1 inh: -3.9; MEKK3 PB1 HTS: 103; UBC9 SUMO inh: 4; PHOSPHO1 block: -15; NS3 helicase inh: -1; FID counter: -6; VIM-2 inh: 1.9
CN1CCCN(C(=O)c2cc3c(s2)CCCC3)CC1 is listed with p-CIP stab down: -8; IDE act: -1; IMP-1 inh: -2.1; MEKK3 PB1 HTS: 99; UBC9 SUMO inh: 9; PHOSPHO1 block: 27; NS3 helicase inh: 5; FID counter: -1; VIM-2 inh: -0.7

Screening data from PubChem BioAssay.
